NCI-60 one-dose screen, 48 h, at 10 µM unless noted. Numbers give growth in % (100 = growth as untreated, 0 = no growth, -100 = all killed).
HL-60(TB) – HL-60(TB) leukemia cells. hit rate 9% among 78,000; active = growth percent below 10
* = called active by the depositor; & = joins results of further samples; [ ] = dose if it differs, or a comment. Not all compounds are listed. The share of hits here may be higher or lower than overall.

#	SMILES	HL-60(TB)
1	OCCNc1nc(NCCO)nc(Nc2ccc(C3=NN(c4cc(Cl)cc(Cl)c4)C(c4ccc(C(F)(F)F)cc4)C3)cc2)n1 (stereo not drawn)	16.7
2	Nc1c[nH]ccc1=O	103.9
3	O=C1C=CC(=O)N1c1ccc(Br)c(Cl)c1	70.4
4	O=C(CCCCCCCC(=O)Nc1cccc(C2=NCCN2)c1)Nc1cccc(C2=NCCN2)c1	90.2
5	c1ccc2cc(Nc3ccc4ccccc4c3)ccc2c1	90.7
6	CCOC(=O)C(C#N)Cc1ccccc1 (stereo not drawn)	104.0
7	CC(C)c1cccc(C(C)C)c1O	85.9&97.9
8	CC[C@H](CC[C@@H](C)C1CC[C@H]2[C@@H]3CC=C4C[C@@H](OP(=O)(N5CC5)N5CC5)CC[C@]4(C)[C@H]3CC[C@]12C)C(C)C (stereo partly drawn)	94.9
9	COC(=O)C1(CC(=O)C(c2ccccc2)c2ccccc2)NC(=S)NC(=O)C1C#N (stereo not drawn)	99.7
10	CC1(C)OC2[C@@H](CNC(=O)NC(=O)NC(=O)CI)O[C@@H](n3cnc4c(NC(=O)Nc5ccccc5)ncnc43)[C@H]2O1 (stereo partly drawn)	77.2
11	C=C1C(=O)O[C@H]2[C@H]1CC/C(COC(=O)c1cccnc1)=C\CC[C@@]1(C)O[C@@H]21	2.2*
12	C=CCSCC1Nc2cc(Cl)c(S(N)(=O)=O)cc2S(=O)(=O)N1C (stereo not drawn)	107.7
13	CN1c2ccccc2SC2C(c3ccccc3)=NOC21 (stereo not drawn)	105.0
14	Cc1ccc(N=C=Nc2ccc(C)cc2)cc1	60.7
15	Clc1ccc(/C=N/N=C(/c2ccccc2)c2ccc3nc(-c4ccc(Cl)cc4)[nH]c3c2)cc1	77.3
16	Nc1nc(N)nc(NCCN(CCCB(O)O)CCNc2nc(N)nc(N)n2)n1	101.2
17	O=C(N/N=C/c1ccc([N+](=O)[O-])o1)c1[nH]c2ccc(Br)cc2c1-c1ccccc1	-42.1*
18	COc1cc(-c2nnc(SC)n2-c2ccccc2)c(O)c2ccccc12	97.6
19	COc1ccc2cc(C(C)=O)c3ccccc3c2c1	108.4
20	N#CC(=O)Nc1cccc(Cl)c1	104.3
21	CC/C(=C/c1ccc(OC)c(OC)c1)[N+](=O)[O-]	101.1
22	COc1cc(NC(=O)CCSc2nc3ccc(Cl)cc3c(=O)n2Cc2ccccc2)cc(OC)c1OC	99.6
23	CCOC(=O)Nc1c(Cl)n(C)c(=O)n(C)c1=O	108.7
24	O=c1oc2ccc(Br)cc2c(=O)n1-c1ccc(F)cc1F	-2.0*
25	Cn1cc(-c2cc3ncnc(Nc4ccc(CC(=O)Nc5ccc6c(c5)OCCO6)cc4)c3s2)cn1	27.3
26	CC(Cc1ccco1)C(=O)NC(N)=O (stereo not drawn)	87.5
27	O=c1c2ccccc2nnn1-c1ccccc1[N+](=O)[O-]	93.8
28	CC(C)(C)N1Oc2ccncc2C1c1ccccc1 (stereo not drawn)	101.6
29	COC12C=C/C(=C(/C(=O)OCc3csc(SC)n3)C(=O)CCCCCCCCC3(OC)C=C/C(=C(/C(=O)OCc4cnc(SC)s4)C(=O)CCCCCCCC1)O3)O2 (stereo not drawn)	6.5*
30	Oc1cccc(C(F)(F)F)c1	87.4

Next part
#	SMILES	HL-60(TB)
31	O=C(Cc1ccc(/C=C/C(=O)c2ncccn2)cc1)Nc1ccc(F)cc1	94.9
32	C/C(=N\N=C(N)N)c1ccccc1	95.9
33	CCOC(=O)n1ccn(C)c1=S	100.8
34	CN(C)NC(=O)Nc1ccccc1	99.9
35	COc1cc(/C=N/NC(=O)c2ccc(S(N)(=O)=O)cc2)ccc1O	95.4
36	O=C(N/N=C/C=C\c1ccccc1)C(=O)N/N=C/C=C/c1ccccc1	110.4
37	S=c1[nH]c2cc(Cl)ccc2o1	86.5
38	COc1ccc(-c2c(-c3ccc(F)cc3)[nH]c3[nH]c(=O)[nH]c(=O)c23)cc1	100.5
39	CNC(=O)OCN1C(=O)C2CC=CCC2C1=O (stereo not drawn)	98.4
40	Cc1ccc(C(=O)Cc2ccccc2)c(O)c1	70.9
41	CC(=O)[C@@H]1CC[C@]2(C#N)CC[C@]3(C)[C@H](CC[C@@H]4[C@@]5(C)CCC(=O)NC(C)(C)[C@@H]5CC[C@]43C)[C@@H]12	96.1
42	N#Cc1c(NN)n(C2OC(CO)C(O)C2O)c2ncnc(N)c12 (stereo not drawn)	-52.1*
43	CC(C)C(C)/C=C\C(C)C1CCC2C3=CC=C4CC(O)CCC4(C)C3CCC21C (stereo not drawn)	91.8
44	Cc1nc(CF)cc(=O)[nH]1	106.7
45	CN(C)c1ccc(/C=N/NC(=O)c2cccc3ccccc23)c(Cl)c1	-2.7*
46	O/N=C1\CCC2CCCCC2C1 (stereo not drawn)	98.8
47	CCC(OC(C)=O)c1ccccc1 (stereo not drawn)	105.0
48	COc1cc(C2CC(c3ccc(C)cc3)=NN2C=O)ccc1OCCN(C)C (stereo not drawn)	95.3
49	O=[N+]([O-])c1ccc(SSc2ccc([N+](=O)[O-])cc2Cl)c(Cl)c1	92.5
50	CCOC(=O)Cc1ccc(N)cc1	52.2&120.0
51	C=C(C)[C@@H]1CC[C@]2(COCCCNCCCN)CC[C@]3(C)[C@H](CC[C@@H]4[C@@]5(C)CC[C@H](O)C(C)(C)[C@@H]5CC[C@]43C)[C@@H]12	-28.1*
52	O=C(CN1C(=O)/C(=C/c2ccccc2Cl)SC1=S)N1CCOCC1	90.2
53	CC1=CC(c2ccc(Cl)cc2)N2N=C(C)SC2=N1 (stereo not drawn)	117.5
54	COC(=O)c1cc(C(=O)OC)cc(N(CCCl)CCCl)c1	68.1
55	S=C1NCCCN1	103.5
56	Cc1ccc(Sc2ccccc2N)cc1	114.9
57	Cc1nn(-c2ccc(Cl)cc2)c(=O)n1CCOc1ccccc1Cl	106.0
58	O=C(/C=C/c1cccc(Cl)c1)c1cccc(OCCCCOc2cccc(C(=O)/C=C/c3cccc(Cl)c3)c2)c1	84.6
59	NC(=O)CNc1ccc([As]=[As]c2ccc(NCC(N)=O)cc2)cc1 (stereo not drawn)	19.8
60	Cn1cc(-c2ccc3occ(-c4cccc(-c5ccncc5)c4)c3n2)cn1	2.9*

Following part.
#	SMILES	HL-60(TB)
61	CCOC(=O)C(CCC(C(=O)OCC)(C(=O)OCC)c1ccccc1)(C(=O)OCC)c1ccccc1	121.3
62	COc1ccc(Cc2nnc3sc(SCC(=O)c4ccc(Cl)cc4)nn23)cc1	105.0
63	Nc1nc(-c2ccccc2Cl)cc(-c2ccc(Cl)cc2Cl)n1	51.4
64	CCNC(=O)[C@H](O)[C@H](Cc1ccccc1)N(Cc1ccccc1)Cc1ccccc1	91.8
65	CC1(C)CC(=O)NC1=O	110.5
66	CSCC[C@H](NC(=O)CSc1nnc(-c2ccc(NC(=O)c3cccnc3)cc2)o1)C(=O)O	101.7
67	CN(C)C1CCN(C(=O)c2ccc(NC(=O)Nc3ccc(-c4nc(N5CCOCC5)c5cccn5n4)cc3)cc2)CC1	4.6*
68	COc1cc(C#N)c(OC)c2c1OCO2	80.4
69	O=C(N/N=C1\c2ccccc2-c2cccc(C(=O)O)c21)c1ccc(O)cc1	103.3
70	C/C=C1/CN(CCCCC)CC[C@H]1C(=O)c1cc2ccccc2[nH]1	90.6
71	CC(C)(C)c1ccncc1	78.0
72	CN(/C(N)=N/N=C(\c1ccccc1)c1ccccn1)C1CCCCC1	92.3
73	COc1ccc(CN2C(=O)/C(=C\C(=O)c3ccc(OCCN4CCCCC4)cc3)c3ccccc32)cc1	20.0
74	O=C(O)c1cccnc1Sc1nc2ccc(Cl)cc2c(=O)n1Cc1ccccc1	110.7
75	O=S(=O)(Nc1ccc(Cl)nn1)c1ccc(NC(=S)Nc2ccc(S(=O)(=O)Nc3ccc(Cl)nn3)cc2)cc1	96.8
76	CN(C)CC1(C)CC(=O)C(Br)C(C)(C)C1 (stereo not drawn)	103.9
77	CCCC(=O)NC(c1cccnc1)c1cc(C(C)(C)C)c2cccnc2c1O (stereo not drawn)	-13.7*
78	ClC[C@H]1C[C@@H]2C[C@@H]1[C@H]1O[C@@H]21	101.2
79	CN(C)C1CCc2[nH]c3c(F)cc(F)cc3c2C1 (stereo not drawn)	92.5
80	Cc1ccc(-c2cc(-c3nnc(/C=C/c4ccc5c(c4)OCO5)o3)[nH]n2)cc1C	104.2
81	CC(=O)CSc1nc2nccnc2[nH]1	115.6
82	CCCSc1nnc(-c2ccc(-c3ccccc3)nc2C)o1	91.5
83	CCc1[nH]nc(-c2n[nH]c(CC)c2C)c1C	93.6
84	Fc1cccc(COc2ccc(Nc3ncnc4onc(-c5ccccc5)c34)cc2)c1	7.3*
85	O=c1[nH]cnc2nc[nH]c12	117.3
86	CCN(CC)CC(O)CNc1ccnc2c(Cl)ccc(Cl)c12 (stereo not drawn)	104.6
87	Cc1ccc(S(=O)(=O)Nc2cccc(Cn3c(=O)[nH]c4ccc(Oc5ncccn5)cc4c3=O)c2)cc1	65.3
88	S=C=Nc1ccc2ccccc2c1	91.7
89	CCCCCCCCCCCCCCCCCCOc1ccccc1CCCOP(=O)(O)OCC[N+](C)(C)C	21.9
90	Cc1cccc(C)c1OCC(C)N (stereo not drawn)	109.4

Carrying on.
#	SMILES	HL-60(TB)
91	C=CCn1c(SCC(=O)Nc2ccc(OC)cc2)nnc1-c1cc(-c2ccc(OC)cc2)nc2ccccc12	112.2
92	ONc1ccc(-c2cnc(Cc3ccc4c(c3)OCO4)o2)cc1	90.1
93	c1ccc(-c2nc(-c3nc4ccccc4[nH]3)c3ccccn23)cc1	79.5
94	COc1c2c(c(OC)c3c(CC(=O)N4CCOCC4)c(-c4ccccc4)oc13)OCO2	99.4
95	O=C1C=CC(=O)N1c1n[nH]c2nc3ccccc3cc12	100.8
96	c1ccc(N=Nc2ccc(C3=NCCO3)cc2)cc1	94.6
97	O=[N+]([O-])c1ccccc1N/N=C/c1ccccc1	96.5
98	COc1ccc2cc3[n+](cc2c1OC)CCc1cc2c(cc1-3)OCO2	70.1&75.4
99	Cc1ccc(C(Cc2ccccc2)NCC(C)O)cc1 (stereo not drawn)	63.7
100	COC(=O)N1CCN(c2ccc(C)cc2)CC1	122.7
101	CCCN(CCC)S(=O)(=O)c1ccc(C(=O)Oc2ccccc2C(=O)O)cc1	84.8
102	CCNCCC(=O)N1[C@H](c2ccc(Cl)cc2)c2[nH]c3ccccc3c2C[C@@H]1OC(C)=O	72.9
103	O=C(N/N=C/c1ccccc1O)c1ccccc1O	4.1*
104	CN1CCN(c2nc(-c3cccc4ccccc34)nc3sc4c(c23)CCCCCC4)CC1	91.6
105	NS(=O)(=O)c1ccc(NC(=O)CN(C(=O)C(F)(F)F)C2CCCC2)cc1	109.8
106	CCOC(=O)/C(F)=C/C1CC1CCc1cccc(C(F)(F)F)c1 (stereo not drawn)	91.4
107	c1ccc(CP(Cc2ccccc2)c2ccccc2)cc1	84.2
108	O=C(O)c1ccccc1C(=O)Nc1cccc(Cl)c1	91.4
109	COc1ccc(C2C=C(c3ccc(Cl)cc3)N=C3SC=CN32)c(Br)c1 (stereo not drawn)	92.9
110	C#CC(O)(c1ccc(Cl)cc1)c1ccc(Cl)cc1	106.3&119.5
111	CCN(CC)CCCNc1ccnc2cc3ccccc3cc12	83.7
112	NS(=O)(=O)N(c1cc(C(F)(F)F)cc(C(F)(F)F)c1)C1CCN(Cc2ccc(F)cc2)CC1	26.3
113	CCCC(OC(=O)CCl)C(CC)COC(=O)CCl (stereo not drawn)	105.5
114	Cc1cccc(C)c1[C@H]1C[C@@](C)(O)[C@H]2CC[C@H](C)C[C@H]2O1	104.5
115	NC1=NC(c2ccco2)N=C(Nc2nn[nH]n2)N1 (stereo not drawn)	99.0
116	CCOC1CC(C#N)(C#N)C1(C#N)C#N (stereo not drawn)	99.8
117	CCc1c(C)c2cc3c(c(C)c2oc1=O)OCC(=O)N3	75.9
118	CCOC(=O)/C(C#N)=C\Nc1ccc2ncnc(Nc3ccc(Cl)cc3)c2c1	76.2
119	CN(CCC(=O)c1ccc(Cl)cc1)Cc1ccccc1	108.5
120	N#Cc1c(NC(=O)c2ccccc2I)sc2c1CCCC2	12.6

Next part
#	SMILES	HL-60(TB)
121	O=C(O)CNC(=O)CN1C(=O)c2ccccc2C1=O	90.7
122	Cc1cc(C)nc(NS(=O)(=O)c2ccc(Nc3nc(C)c4c(=O)[nH]c(SCc5ccccc5)nc4n3)cc2)n1	71.4
123	O=C(Nc1cccc(Br)c1)Oc1cccc2cccnc12	4.0*[100 µM]
124	Cc1ccc(SCN2CCN(c3cccc(Cl)c3)CC2)cc1	110.9
125	Cc1ccc2nc(-[n+]3cc4ccccc4cc3C)ccc2c1	0.1*
126	O=C(Nc1ccccc1)NS(=O)(=O)c1c[nH]c(=S)[nH]c1=O	77.8
127	c1ccc(SC23CC4CC(CC(C4)C2)C3)nc1	87.6
128	CC(C)Sc1nc(-c2ccccc2)c(C#N)c(N2CCN(C)CC2)n1	111.0
129	Nc1ncc(-c2ccc3ncnc(N4CCc5cc(F)c(Cl)cc54)c3c2)cc1C=O	2.7*
130	O=C(/C=C/c1ccccc1)c1cccc(OCCCCOc2cccc(C(=O)/C=C/c3ccccc3)c2)c1	102.8[4.75 µM]
131	CC(C)CN1CCC(=O)NC1=S	116.1&83.0

Of the compounds above, these have a nitro group on carbon.
#	SMILES	HL-60(TB)
17	O=C(N/N=C/c1ccc([N+](=O)[O-])o1)c1[nH]c2ccc(Br)cc2c1-c1ccccc1	-42.1*
21	CC/C(=C/c1ccc(OC)c(OC)c1)[N+](=O)[O-]	101.1
27	O=c1c2ccccc2nnn1-c1ccccc1[N+](=O)[O-]	93.8
49	O=[N+]([O-])c1ccc(SSc2ccc([N+](=O)[O-])cc2Cl)c(Cl)c1	92.5
97	O=[N+]([O-])c1ccccc1N/N=C/c1ccccc1	96.5
